# PolyA inh – yeast polyadenylation inhibition; calls only at 12 µM; AID 1875; S. cerevisiae SKY197-pL101 polyadenylation reporter, beta-gal luminescence; efflux-impaired pdr1/pdr3 knockout yeast; score 100 = 6 SD above DMSO; 0.02% of 300,000 active;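 active means lowest replicate activity score at least 50, where 100 means six control SD above control mean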;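 further: yeast exposed to compound for 9 h at 30 °C; higher score means more reporter readthrough which indicates perturbed polyadenylation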
# KCNK9 block – inhibitors of human KCNK9 two-pore domain potassium channel | Q9NPC2 | HEK293 KCNK9, FluxOR thallium flux fluorescence; hits give low values | B-score at 10 µM | 1.2% of 310,000 active;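 active means ratio B-score over 3 SD below the library mean, with starting fluorescence within 5 SD of its mean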;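 further: negative B-score means less thallium flux so channel inhibition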
# Target sequence (Q9NPC2 whole entry, looked up, the tested form may be a part): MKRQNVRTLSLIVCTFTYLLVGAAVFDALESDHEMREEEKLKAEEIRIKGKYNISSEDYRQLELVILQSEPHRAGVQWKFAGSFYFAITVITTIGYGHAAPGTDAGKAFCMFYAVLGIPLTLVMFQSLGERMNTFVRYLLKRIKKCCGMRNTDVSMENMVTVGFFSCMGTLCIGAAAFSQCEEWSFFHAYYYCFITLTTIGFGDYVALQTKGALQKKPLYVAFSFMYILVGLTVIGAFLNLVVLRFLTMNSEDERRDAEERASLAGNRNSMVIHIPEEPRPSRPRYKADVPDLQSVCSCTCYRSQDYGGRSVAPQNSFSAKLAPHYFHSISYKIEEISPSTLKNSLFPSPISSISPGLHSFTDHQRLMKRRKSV
# HDAC3 inh – blocks human histone deacetylase 3; recombinant HDAC3, fluorogenic peptide/trypsin coupled, fluorescence; inhibition, % at 8.3 µM; 0.15% of 320,000 active; AID 2718; in the data active means inhibition above about 26%, passing the limit was not always enough
# Target sequence (O15379 whole entry, looked up): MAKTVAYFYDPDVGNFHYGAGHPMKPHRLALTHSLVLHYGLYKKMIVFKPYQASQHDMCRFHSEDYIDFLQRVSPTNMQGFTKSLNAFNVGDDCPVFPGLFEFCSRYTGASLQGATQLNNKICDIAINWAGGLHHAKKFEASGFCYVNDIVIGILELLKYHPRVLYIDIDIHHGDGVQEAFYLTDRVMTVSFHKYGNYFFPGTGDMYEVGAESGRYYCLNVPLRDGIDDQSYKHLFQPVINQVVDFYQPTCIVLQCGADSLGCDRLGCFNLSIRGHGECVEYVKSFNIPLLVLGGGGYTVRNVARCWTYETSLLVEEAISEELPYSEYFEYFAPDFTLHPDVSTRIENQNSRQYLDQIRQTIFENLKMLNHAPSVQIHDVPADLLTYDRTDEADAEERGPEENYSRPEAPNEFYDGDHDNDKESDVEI
# hERG rescue – hERG (human) protection from proarrhythmic block; Q12809; CHO-hERG, FluxOR thallium flux, dofetilide IC70 present; activation (rescue from dofetilide block), less the hit threshold, % at 10 µM; 0.51% of 310,000 active;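 active means activation above the mean of controls blocked by dofetilide plus 5 SD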;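 further: thallium influx through hERG after potassium depolarization seen as dye fluorescence rise; in these data hits start at about 4.7%; inactives centre near -7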
# Dyrk1A ADPGlo – Dyrk1A (rat) kinase inhibition; Q63470; inhibition, % at 12.5 µM; ADP-Glo luminescence, NFATc1 peptide; AID 504441; 0.43% of 310,000 active; in the data active means inhibition above about 50%;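 further: plate controls were vehicle with enzyme for no effect and no enzyme for full effect; many of its hits are not listed in these tables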
# KCNQ1 pot – potentiates or activates the human KCNQ1 potassium channel | P51787 | CHO-K1 KCNQ1, thallium flux FluxOR fluorescence; hits give high values | B-score at 10 µM | 0.35% of 310,000 active;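 active means fluorescence ratio B-score, a plate-corrected score, at least three library SD, with initial intensity B-score within 5 SD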
#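 Schedule – 37 °C overnight plating, 90-min dark dye load, 20-min compound pretreatment · System – stable KCNQ1 CHO-K1 line · Probe or stimulus – thallium- and potassium-containing depolarizing buffer · Measured by – kinetic FluxOR fluorescence, 10 s baseline plus 110 s post-stimulus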
# GSK3beta inhib – human GSK3beta kinase inhibition. P49841. GST-GSK3beta kinase, ADP-Glo luminescence, 60 min; hits give low values. activity score (negative = inhibition), % at 10 µM. 0.038% of 300,000 active. AID 2097;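 active means more than half of replicate wells score below -50%, meaning over 50% inhibition versus plate controls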;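 further: 0% = median DMSO wells and -100% = median GW8510 positive control wells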
#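 test system = GST-tagged human GSK3beta kinase, cell-free | reagent = 25 µM ATP with peptide substrate | dosing = one dose of 10 µM per compound | schedule = 60 min reaction, RT | detection = luminescent ADP-Glo measurement of ADP formed | control set = DMSO neutral wells and GW8510 at 20 µM as positive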
# GSK3A inh – human GSK-3 alpha kinase inhibition | 0.1% of 320,000 active | inhibition, % at 10 µM | ADP-Glo luminescence, 60 min | P49840;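 in the data active means inhibition above about 50%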;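 further: GST-tagged GSK-3 alpha with peptide substrate and 25 µM ATP; 0% = DMSO neutral wells and 100% = GW8510 positive control wells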
# RGS4 act – RGS4 potentiation or activation; 0.92% of 310,000 active; B-score at 10 µM; HEK293 M3R/inducible RGS4, carbachol calcium flux Fluo4; hits give low values; AID 463111;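 active means B-score of the integrated calcium signal more than 4 SD below the library mean, with starting fluorescence not abnormally high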;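 further: negative B-score means reduced calcium response which marks RGS4 activation or potentiation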
#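 Also added: carbachol at ECmax as muscarinic agonist stimulus; Assay system: HEK293 cells with stable M3R and inducible RGS4; Timing: overnight RGS4 induction, 30 min dye load 37 °C, 20 min compound RT; Measured by: Fluo4-AM (2 µM) calcium-flux fluorescence, kinetic read.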
# KCNK3 block – human KCNK3 channel inhibition, primary screen; CHO-KCNK3 thallium flux, FluxOR fluorescence; hits give low values; B-score at 10 µM; 0.84% of 340,000 active; AID 602410;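 active means B-score under library mean minus 4 SD, starting fluorescence ratio at most library mean plus 5 SD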;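 further: more negative B-score means stronger inhibition of thallium flux through KCNK3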
# KCNQ1 block – inhibitors of human KCNQ1 potassium channel; CHO-K1 KCNQ1, FluxOR thallium flux fluorescence; hits give high values; 1.3% of 310,000 active; B-score at 10 µM; P51787;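 active means compounds whose thallium flux B-score, printed positive for inhibition, exceeds three library SD while starting fluorescence stays within three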;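 further: channel opened by potassium depolarization with thallium stimulus after 20 min compound exposure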
# * = called active by the depositor; i = inactive; x = not tested or not shown.
no. | smiles | PolyA inh | KCNK9 block | HDAC3 inh | hERG rescue | Dyrk1A ADPGlo | KCNQ1 pot | GSK3beta inhib | GSK3A inh | RGS4 act | KCNK3 block | KCNQ1 block
1 | O=C(CSc1nnc(-c2cccc(Br)c2)o1)N1CCOCC1 | i | i | 0 | -3 | -3 | i | 1 | -1 | i | i | i
2 | COc1ccc(NS(=O)(=O)c2cccc(C(=O)NNC(=O)CNC(=O)c3ccco3)c2)cc1 | i | i | 5 | -9 | -1 | i | 3 | -1 | i | i | i
3 | COc1ccc(/C=N/NC(=O)c2sc(C)nc2C)cc1 | i | i | -2 | -5 | 4 | i | -2 | 3 | i | i | i
4 | O=C(/C=C/c1cccc([N+](=O)[O-])c1)NCc1cccnc1 | i | i | -6 | -6 | 1 | i | -3 | 1 | i | i | i
5 | O=C(C1CCCN(S(=O)(=O)c2cccs2)C1)N1CCN(C2CCCCC2)CC1 (configuration not stated) | i | i | 4 | -10 | -7 | i | -3 | 1 | i | i | i
6 | Cc1cc(C(=O)O)ccc1N/C=C1\CCCC(C)C1=O (configuration not stated) | i | i | 5 | -2 | 15 | i | 1 | x | i | i | i
7 | CCCCCc1c(O)nc(SCCN2CCOCC2)[nH]c1=O | i | i | -3 | -1 | -4 | i | 2 | 3 | i | i | i
8 | CN(C)S(=O)(=O)Oc1ccsc1C(=O)Nc1ccc(Br)cc1 | i | i | 4 | 1 | 6 | i | -1 | -1 | i | i | i
9 | CC(C)NC(=O)CSc1nccc(-c2cccs2)n1 | i | i | 1 | -6 | x | i | -1 | 0 | i | i | i
10 | CCc1ccc(NC(=O)C2CCN(S(C)(=O)=O)CC2)cc1 | i | i | 4 | -5 | -4 | i | 0 | -1 | i | i | i
11 | O=C(NCC(=O)N(c1cccnc1)C(C(=O)NC1CCCC1)c1ccco1)c1cccs1 (configuration not stated) | i | i | -2 | -5 | 5 | i | -1 | 0 | i | i | i
12 | COc1cc(-c2nnc(Sc3ccc(C(F)(F)F)cc3[N+](=O)[O-])o2)cc(OC)c1OC | i | i | 2 | -15 | -5 | i | 2 | -2 | i | i | i
13 | O=C(Nc1c(C(=O)N2CCCCC2)cnn1-c1ccccc1)c1ccccc1F | i | i | 3 | -6 | 2 | i | 3 | -1 | i | i | i
14 | CC(NC(=O)C(=O)N1CCCCC1)C(c1cccs1)N1CCN(Cc2ccccc2)CC1 (configuration not stated) | i | i | -16 | -9 | -1 | i | -2 | 0 | i | i | i
15 | O=[N+]([O-])c1ccc(N2CCN(S(=O)(=O)c3ccc(Cl)cc3)CC2)cc1NCC1CCCO1 (configuration not stated) | i | i | -2 | -10 | 5 | i | 3 | 0 | i | i | i
16 | CN(C)c1ccc(CNC(=O)C2CCN(S(=O)(=O)c3ccc4c(c3)oc(=O)n4C)CC2)cc1 | i | i | -3 | -5 | -5 | i | -4 | -4 | i | i | i
17 | O=C(O)CCc1ccc(-c2cccs2)n1CC(=O)Nc1ccccc1C(F)(F)F | i | i | 1 | -7 | -2 | i | 0 | -7 | i | i | i
18 | COc1ccc(OC)c(Nc2nc(N)c([N+](=O)[O-])c(NCc3ccccc3)n2)c1 | i | i | -4 | -7 | x | i | 3 | -1 | i | i | i
19 | Cc1cc(N2CCN(c3ccccc3)CC2)n2nnnc2n1 | i | i | 7 | -10 | 5 | i | 1 | -2 | i | i | i
20 | Cc1ccc(S(=O)(=O)NCCSc2nncn2C)cc1 | i | i | -7 | -9 | -1 | i | 0 | -2 | i | i | i

# Gathered by group, the entries above with a halogen
no. | smiles | PolyA inh | KCNK9 block | HDAC3 inh | hERG rescue | Dyrk1A ADPGlo | KCNQ1 pot | GSK3beta inhib | GSK3A inh | RGS4 act | KCNK3 block | KCNQ1 block
1 | O=C(CSc1nnc(-c2cccc(Br)c2)o1)N1CCOCC1 | i | i | 0 | -3 | -3 | i | 1 | -1 | i | i | i
8 | CN(C)S(=O)(=O)Oc1ccsc1C(=O)Nc1ccc(Br)cc1 | i | i | 4 | 1 | 6 | i | -1 | -1 | i | i | i
12 | COc1cc(-c2nnc(Sc3ccc(C(F)(F)F)cc3[N+](=O)[O-])o2)cc(OC)c1OC | i | i | 2 | -15 | -5 | i | 2 | -2 | i | i | i
13 | O=C(Nc1c(C(=O)N2CCCCC2)cnn1-c1ccccc1)c1ccccc1F | i | i | 3 | -6 | 2 | i | 3 | -1 | i | i | i
15 | O=[N+]([O-])c1ccc(N2CCN(S(=O)(=O)c3ccc(Cl)cc3)CC2)cc1NCC1CCCO1 (configuration not stated) | i | i | -2 | -10 | 5 | i | 3 | 0 | i | i | i
17 | O=C(O)CCc1ccc(-c2cccs2)n1CC(=O)Nc1ccccc1C(F)(F)F | i | i | 1 | -7 | -2 | i | 0 | -7 | i | i | i

# Next results follow:
no. | smiles | PolyA inh | KCNK9 block | HDAC3 inh | hERG rescue | Dyrk1A ADPGlo | KCNQ1 pot | GSK3beta inhib | GSK3A inh | RGS4 act | KCNK3 block | KCNQ1 block
21 | Clc1ccc(C2=Nc3cc(Cl)ccc3OC2)cc1 | i | i | 1 | -3 | -3 | i | 4 | 4 | i | i | i
22 | C=C(C)CN(CC)C(=O)CC1C(=O)NCCN1C (configuration not stated) | i | i | 1 | 0 | -3 | i | -4 | -2 | i | i | i
23 | Cc1ccccc1-c1nc2cc(NC(=O)C3CC3)ccc2o1 | i | -8.7* | -39 | -7 | 13 | i | x | 1 | i | i | i
24 | O=C(COc1ccccc1)Nc1c(Cl)ccc2nsnc12 | i | i | 6 | -1 | -2 | i | x | -1 | i | i | i
25 | CCCCCCN(C(=O)CCCCCN1C(=O)NC(c2ccc(C3CCCCC3)cc2)C(C(=O)OCc2ccccc2)=C1C)C(C(=O)NCCCC)c1ccc(OCC(=O)OC)c(C(=O)OC)c1 (configuration not stated) | i | i | x | 1 | x | i | -4 | x | i | x | i
26 | Cc1ccc(/C=N/NC(=O)c2ccc3ccccc3c2)s1 | i | i | 9 | -11 | 3 | i | -6 | 0 | i | i | i
27 | CC(=O)c1c(C)n(-c2ccccc2Br)c2ccc(O)cc12 | i | i | 6 | -1 | -1 | i | 3 | -1 | i | i | i
28 | CCOC(=O)CN1NC2(CCCCCCC2)NC1=S | i | i | 0 | -8 | 1 | i | -1 | -2 | i | i | i
29 | CCN1C(=O)N(C)C(N(O)C(=O)NC)C1(C)C (configuration not stated) | i | i | 6 | -3 | 4 | i | 3 | -1 | i | i | i
30 | NC(=S)N/N=C1\CC(n2nnnc2-c2ccccc2Cl)C2COC1O2 (configuration not stated) | i | i | 1 | -10 | 0 | i | -1 | 1 | i | i | i
31 | O=CN1CCN(C(=O)c2ccc(Br)o2)CC1 | i | i | 4 | -8 | -8 | i | -1 | 3 | i | i | i
32 | O=C(CSc1nccn(-c2cccc(F)c2)c1=O)Nc1ccc(Cl)cc1F | i | i | 9 | -8 | -3 | i | x | -2 | i | i | i
33 | CCN(CC)C(=O)CSc1nnc2c3ccccc3n(C)c2n1 | i | i | -2 | -9 | 4 | i | -1 | -2 | i | i | i
34 | Cc1cc(C)c(OCCCNC2CCCC2)c(Br)c1 | i | i | -1 | -4 | 1 | i | 0 | 2 | i | i | i
35 | CC1CCc2sc(C(=O)OC(C)C(=O)Nc3ncc(Cl)cc3Cl)cc2C1 (configuration not stated) | i | i | -1 | -4 | x | i | 3 | -1 | i | x | i
36 | CSc1ccccc1NC(=O)c1cc(-c2ccc3c(c2)OCO3)on1 | i | i | -3 | -6 | -2 | i | 0 | -1 | i | i | i
37 | CCCCC(CC)C(=O)Nc1ccc(Nc2ccccc2)cc1 (configuration not stated) | i | -6.7* | 8 | 0 | 5 | i | -3 | -2 | i | i | i
38 | CCCCNC(=S)Nc1ccc(-c2nc3ccc(C)cc3s2)cc1 | i | i | -16 | -13 | 3 | i | -1 | 0 | i | i | i
39 | CC1Cc2nc(SCC(=O)Nc3ccc(F)cc3F)n(C)c(=O)c2S1 (configuration not stated) | i | i | 3 | -9 | 0 | i | 1 | -1 | i | i | i
40 | COc1ccc(Cl)cc1S(=O)(=O)Oc1ccc(NC(C)=O)cc1 | i | i | 1 | -1 | -8 | i | 1 | 14 | i | i | i

# Single entries from the list:
# Clc1ccc(C2=Nc3cc(Cl)ccc3OC2)cc1 in hERG rescue reads -3
# O=C(CSc1nccn(-c2cccc(F)c2)c1=O)Nc1ccc(Cl)cc1F in GSK3A inh reads -2
# CCOC(=O)CN1NC2(CCCCCCC2)NC1=S in hERG rescue reads -8
# COc1ccc(Cl)cc1S(=O)(=O)Oc1ccc(NC(C)=O)cc1 in GSK3beta inhib reads 1
# CCCCC(CC)C(=O)Nc1ccc(Nc2ccccc2)cc1 (configuration not stated) in hERG rescue reads 0
# Cc1ccccc1-c1nc2cc(NC(=O)C3CC3)ccc2o1 in KCNK9 block reads -8.7*
# Cc1ccc(/C=N/NC(=O)c2ccc3ccccc3c2)s1 in hERG rescue reads -11

# Later entries
no. | smiles | PolyA inh | KCNK9 block | HDAC3 inh | hERG rescue | Dyrk1A ADPGlo | KCNQ1 pot | GSK3beta inhib | GSK3A inh | RGS4 act | KCNK3 block | KCNQ1 block
41 | COC(=O)c1nn(-c2cccc(C)c2)c2nnc(Cc3ccccc3)c(=O)n12 | i | i | -1 | -12 | -1 | i | 0 | 0 | i | i | i
42 | CCOC(=O)C1CCCN(C(=O)c2ccc(S(=O)(=O)NCc3ccco3)cc2)C1 (configuration not stated) | i | i | 5 | -7 | 7 | i | 0 | 2 | i | i | i
43 | COc1cccc(CCNC(=O)CCc2nnc(-c3ccc4c(c3)OCO4)o2)c1 | i | i | -2 | -7 | -2 | i | x | -1 | i | i | i
44 | CC1=C/C(=C(\c2ccc(O)c(C)c2)c2ccccc2S(=O)(=O)O)C=CC1=O | i | i | 0 | -6 | -2 | i | -4 | -1 | i | i | i
45 | CCOc1ccc(OCCOCCN2CCCC2)cc1 | i | i | -3 | -2 | x | i | 1 | -3 | i | i | i
46 | CCCNC(=O)COc1nc2ccccc2nc1N1CCOCC1 | i | i | 2 | -4 | -2 | i | 1 | 3 | i | i | i
47 | CSc1ncccc1C(=O)OCC(=O)c1ccc(S(=O)(=O)N2CCCCC2)cc1 | i | i | 0 | -14 | 1 | i | 2 | 2 | i | i | i
48 | COCCCNC(=S)Nc1cccc2ncccc12 | i | i | -6 | -8 | 39 | i | 1 | 1 | i | i | i

# Source: PubChem (several laboratories)

# The list is partial; the hit share may differ from the screen's.
